Screening data from PubChem.
HDAC3 inhib = blocks human histone deacetylase 3; inhibition, % at 8.3 µM; O15379; recombinant HDAC3, fluorogenic peptide/trypsin coupled, fluorescence; 0.15% of 320,000 active; AID 2718; in the data active means inhibition above about 26%, passing the limit was not always enough
Target sequence (O15379 whole entry, looked up): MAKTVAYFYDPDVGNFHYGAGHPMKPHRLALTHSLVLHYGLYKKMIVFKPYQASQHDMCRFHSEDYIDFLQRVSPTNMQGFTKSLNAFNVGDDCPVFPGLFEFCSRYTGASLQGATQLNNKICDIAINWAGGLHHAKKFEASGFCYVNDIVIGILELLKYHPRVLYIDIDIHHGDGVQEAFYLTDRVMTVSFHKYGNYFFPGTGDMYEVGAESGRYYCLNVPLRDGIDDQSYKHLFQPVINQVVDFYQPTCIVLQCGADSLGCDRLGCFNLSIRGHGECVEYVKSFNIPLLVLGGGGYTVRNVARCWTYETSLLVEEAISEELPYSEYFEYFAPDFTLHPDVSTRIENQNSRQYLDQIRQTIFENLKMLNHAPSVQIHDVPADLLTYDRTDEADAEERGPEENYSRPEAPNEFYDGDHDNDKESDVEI
TMEM16A act = activators or potentiators of mouse TMEM16A chloride channel | Q8BHY3 | HEK293 TMEM16A/YFP-H148Q/I152L, iodide quench fluorescence; stronger effect = lower value | B-score at 10 µM | 0.3% of 340,000 active;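 active means fluorescence-ratio B-score plate-corrected deviation score at least 3 library SD below zero, with starting fluorescence score within 5 deviations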;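 further: channel opened by trigger with iodide after compound preincubation; score built on the fluorescence ratio of max minus min over baseline; more negative score means more quench and so TMEM16A activation or potentiation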
* hit, by the source's call; i = inactive. Some of the compounds tested; the hit share may differ from the screen's.

SMILES	HDAC3 inhib	TMEM16A act
O=C(COc1ccc(Cl)cc1Br)Nc1nnc(C2CC2)s1	-4	i
O=C(c1ccc(N2CCCC2=O)cc1)N1CCN(c2ccccc2O)CC1	1	i
CC1(C)Cc2cccc(OCC(=O)NCc3ccccc3F)c2O1	0	i
O=C1CCC/C=C\C[C@@H](CC(=O)N(CCO)Cc2ccccc2)C(=O)N[C@H](c2ccccc2)CO1	1	i
O=c1c(-c2ccc(O)cc2)coc2c([C@@H]3O[C@H](CO)[C@@H](O)[C@H](O)[C@H]3O)c(O)ccc12	-7	i
O=c1c2c(O)cc(O)cc2oc2c(O)ccc(O[C@H]3O[C@@H](CO)[C@H](O)[C@@H](O)[C@@H]3O)c12	10	i
O=C(COC(=O)CN1C(=O)NC2(CCCCC2)C1=O)Nc1cc(F)ccc1F	-10	i
Cc1c(C(=O)OCC(=O)NC2CCCCC2)oc2ccccc12	-7	i
CC(=O)c1ccc(N2CCN(C(=O)c3ccc(S(=O)(=O)NCc4ccco4)cc3)CC2)cc1	0	i
O=C(COC(=O)CCC(=O)c1ccc(F)cc1)NCCc1ccccc1	5	i
CN(C(=O)CSc1nnc(-c2ccc(F)cc2)n1C)C1CCS(=O)(=O)C1 (stereo unspecified)	-2	i
COc1ccccc1CNC(=O)COC(=O)c1cccs1	3	i
CC(C)C(NS(=O)(=O)c1cccs1)C(=O)N1CCC(C(N)=O)CC1 (stereo unspecified)	2	i
COc1ccc(C(=O)O)cc1S(=O)(=O)Nc1ccccc1C(=O)NCc1ccc2c(c1)OCO2	-3	i
COCC(C)NC(=O)CSc1nc2cc(S(=O)(=O)N3CCCCC3)ccc2o1 (stereo unspecified)	0	i
CC(=O)c1ccc(OCCCC(=O)Nc2cccc(S(=O)(=O)N3CCCCC3)c2)cc1	5	i
CCOC(=O)C1=C(CC)Nc2ccccc2N/C1=N\S(=O)(=O)c1cccc(C(C)=O)c1	3	i
Cc1c(N)cccc1[N+](=O)[O-]	-2	i
CC1(C2CC2)NC(=O)N(CC(=O)N2CCN(c3cccc(C(F)(F)F)c3)CC2)C1=O (stereo unspecified)	0	i
COCc1ccc(-c2c(-c3ccsc3)oc(=O)c3cc(OC)c(OC)cc23)cc1	3	i
COC(=O)c1ccccc1S(=O)(=O)N1CCC(C(=O)NC2=NCCS2)CC1	-4	i
O=C(Nc1cccc(S(=O)(=O)N2CCOCC2)c1)C1CCCC1	-1	i
c1ccc2c(C3CCO3)cccc2c1 (stereo unspecified)	-1	i
CCN(CC)S(=O)(=O)c1ccc(Cl)c(NC(=O)COC(=O)C2CCCCC2)c1	11	i
Cc1cccc(CNc2ncnc3ccc(-c4ccc5c(c4)OCO5)cc23)c1	-7	i
SMILES	HDAC3 inhib	TMEM16A act
O=C(Cn1ccc(NC(=O)OCc2ccccc2)nc1=O)NCC1CCCO1 (stereo unspecified)	1	i
COCCN(CC(=O)Nc1cccc(C)c1C)C(=O)Cc1cccs1	6	i
COc1ccc(NC(=O)CSc2nnc(-c3cccs3)n2N)cc1S(N)(=O)=O	-8	i
Cc1ccnc2nc(C(=O)OCC(=O)c3ccc(Cl)cc3)nn12	-1	i
Cc1ccc(C(=O)CCC(=O)Nc2cc(C)ccn2)cc1	-1	i
COc1ccccc1NS(=O)(=O)c1ccc(C)c(C(=O)N2CCCC2)c1	-3	i
Cc1cc(C(=O)NNC(=O)c2ccc(NC(=O)CC#N)cc2)c(C)o1	-14	i
Cc1c(C(=O)OCC(=O)N2CCCCC2C)oc2ccccc12 (stereo unspecified)	4	i
N#Cc1ccccc1NC(=O)COC(=O)c1cccs1	-3	i
CCc1ccc(NC(=O)C2=CC=CN3CCS(=O)(=O)N=C23)cc1	1	i
CC1CCCN(C(=O)CN2C(=O)NC(C)(c3ccc4ccccc4c3)C2=O)C1 (stereo unspecified)	-3	i
COc1ccc(CCC(=O)OCC(=O)NCc2ccc3c(c2)OCO3)cc1	2	i
Cc1cc(C)c(NC(=O)COC(=O)c2ccncc2)c(C)c1	4	i
COc1ccc(C(=O)OCC(=O)c2ccc3c(c2)NC(=O)CO3)cc1S(=O)(=O)N1CCOCC1	1	i
CC(OC(=O)COc1ccccc1)C(=O)NC1CCCC1 (stereo unspecified)	1	i
CN(Cc1ccccc1)C(=O)c1nc[nH]c1C(=O)N1CCN(c2ccccc2)CC1	-8	i
Cc1ccc(C(=O)NCC(=O)NCc2ccc(Cl)cc2)s1	0	i
CC(=O)c1sc(NC(=O)CCCc2nc3ccccc3c(=O)[nH]2)nc1-c1ccccc1	14	i
Cc1noc(C)c1NC(=O)Nc1ccc2c(c1)C(=O)N([C@H](C)CO)C[C@H](C)[C@@H](CN(C)S(=O)(=O)c1ccccc1)O2	-3	i
CC(C)CCN1C(=O)c2ccc(C(=O)OCC(=O)N(CC(C)C)C3CCS(=O)(=O)C3)cc2C1=O (stereo unspecified)	-2	i
N#Cc1ccccc1S(=O)(=O)N1CCN(Cc2c(O)ccc3ccccc23)CC1	4	i
O=C(CN1CCN(S(=O)(=O)c2ccccc2)CC1)N1CCc2ccccc21	-10	i
COc1ccc(/C=C/c2c(-c3ccccc3OC)sc3ccccc23)cc1OC	6	i
C=CCC[C@@H](Cc1ccc(F)cc1)C(=O)OC[C@@H]1CCCN1C(=O)[C@@H](CC=C)CC(=O)N(CCO)Cc1ccccc1	28*	i
O=C(CN1C(=O)c2ccc([N+](=O)[O-])cc2C1=O)Nc1nnc(C2CC2)s1	-5	i

Rewritten with bars between the fields: part of the list above
Structure | HDAC3 inhib | TMEM16A act
O=C(CN1C(=O)c2ccc([N+](=O)[O-])cc2C1=O)Nc1nnc(C2CC2)s1 | -5 | i
N#Cc1ccccc1S(=O)(=O)N1CCN(Cc2c(O)ccc3ccccc23)CC1 | 4 | i
Cc1cc(C)c(NC(=O)COC(=O)c2ccncc2)c(C)c1 | 4 | i
CC(C)CCN1C(=O)c2ccc(C(=O)OCC(=O)N(CC(C)C)C3CCS(=O)(=O)C3)cc2C1=O (stereo unspecified) | -2 | i
C=CCC[C@@H](Cc1ccc(F)cc1)C(=O)OC[C@@H]1CCCN1C(=O)[C@@H](CC=C)CC(=O)N(CCO)Cc1ccccc1 | 28* | i
CC1CCCN(C(=O)CN2C(=O)NC(C)(c3ccc4ccccc4c3)C2=O)C1 (stereo unspecified) | -3 | i
COc1ccc(NC(=O)CSc2nnc(-c3cccs3)n2N)cc1S(N)(=O)=O | -8 | i

Other results.
SMILES	HDAC3 inhib	TMEM16A act
COc1cccc(NC(=O)CN(C)C(=O)c2ccc(S(=O)(=O)Nc3ccccc3C)cc2)c1	3	i
CC(C)(C)OC(=O)NCc1ccc(CNC(=O)c2nc[nH]c2C(=O)NCc2ccc(CNC(=O)OC(C)(C)C)cc2)cc1	3	i
CSc1ccc(CN(C)CC(=O)NC(=O)NCCC2=CCCCC2)cc1	3	i
CC(NC(=O)CN(C)CC(=O)Nc1cccc(F)c1)c1ccccc1 (stereo unspecified)	-6	i
COc1ccc(S(=O)(=O)N(C)C[C@H]2Oc3c(NC(=O)Nc4c(C)noc4C)cccc3C(=O)N([C@@H](C)CO)C[C@H]2C)cc1	-1	i
O=C(c1ccc(S(=O)(=O)Nc2ccccc2Cl)cc1)N1CCCC1	1	i
Cc1cc(C)cc(C(=O)OCC(=O)NC(=O)NC2CCCC2)c1	7	i
CC1(c2ccc(OC(F)F)cc2)NC(=O)N(CC(=O)NCCC2=CCCCC2)C1=O (stereo unspecified)	5	i
COc1ccc(NC(=O)CSc2n[nH]c(=O)n2C2CC2)cc1OC	-1	i
COc1cccc(-c2c(-c3cc(OC)cc(OC)c3)n(C)c3ccc(-c4cnc(OC)nc4)cc23)c1	-7	i
CC1(CCc2ccccc2)NC(=O)N(CC(=O)Nc2ccccc2C#N)C1=O (stereo unspecified)	4	i
COc1ccccc1C(=O)NCCC(=O)Nc1ccc(S(=O)(=O)N2CC(C)CC(C)C2)cc1 (stereo unspecified)	10	i
CCOc1ccc(Oc2ccccc2NS(=O)(=O)c2ccc(CCC(=O)O)cc2)cc1	-4	i
COCC(C)n1c(C)cc(C(=O)CSc2nnc(-c3ccco3)o2)c1C (stereo unspecified)	2	i
O=C(CCNC(=O)c1ccccc1)NN=Cc1ccc(Br)o1	4	i
O=C([C@@H]1CCCN1C(=O)c1cccs1)N1CCN(S(=O)(=O)c2ccccc2F)CC1	-3	i
O=C(COC(=O)c1ccc(S(=O)(=O)NCc2ccco2)cc1)NCc1ccccc1	3	i
CC(Oc1ccccc1F)c1nnc(SCC(=O)c2c(N)n(C3CC3)c(=O)[nH]c2=O)o1 (stereo unspecified)	-1	i
COc1cccc(-c2ncc3ccccc3c2COC(=O)c2ccccc2C(=O)O)c1	2	i
COc1cc(OC)cc(C(=O)NNC(=O)CCNC(=O)c2ccc(Br)cc2)c1	-2	i
Cc1ccc(S(=O)(=O)N2CCCCC2C(=O)Nc2ccc(N(C)C)cc2)cc1 (stereo unspecified)	3	i
CCCC(=O)Nc1cc(S(=O)(=O)N2CCCCC2)ccc1N1CCOCC1	-1	i
C[C@H](CO)N1C[C@H](C)[C@@H](CN(C)C(=O)NC2CCCCC2)Oc2c(NS(=O)(=O)c3ccccc3)cccc2C1=O	-3	i
COc1ccc(CN(C)C(=O)/C=C/c2ccc(S(=O)(=O)N3CCCCCC3)cc2)cc1	13	i
CCCCn1c(N)c(N(C)C(=O)c2cccc(-n3cnnn3)c2)c(=O)[nH]c1=O	7	i
SMILES	HDAC3 inhib	TMEM16A act
CCOc1cc(/C=C(\C(=O)O)c2ccc(S(=O)(=O)N3CCCC3)s2)ccc1OC	-4	i
Cc1cc(=O)oc2cc(NC(=O)c3cc(F)ccc3F)ccc12	5	i
Cc1nc(SCc2nc3cc(Cl)c(F)cc3[nH]2)c2oc3ccccc3c2n1	12	i
CN(C(=O)COC(=O)c1ccc(Cl)nc1)c1c(N)n(Cc2ccccc2)c(=O)[nH]c1=O	-2	i
O=C1CCC/C=C\C[C@H](CC(=O)N(CCO)Cc2ccccc2)C(=O)N2CCC[C@@H]2CO1	-7	i
Cc1ccc(S(=O)(=O)N2CCC[C@H]2C(=O)Nc2ccc(F)cc2C)cc1	-7	i
CCc1noc(C)c1C(=O)OCC(=O)c1ccc(NC(C)=O)cc1F	7	i
CCCCCCSc1cc(-c2nc3cnccn3c2NCCCC)ccc1OC	-7	i
COc1ccc(S(=O)(=O)N2CCCCCC2)cc1NC(=O)Cc1ccc(OC)c(OC)c1	0	i
Cc1c(C2(O)CCCCC2)[nH]c2cc(C(F)(F)F)ccc12	15	i
COc1ccc(S(=O)(=O)Nc2ccc3c(c2)C(=O)N([C@H](C)CO)C[C@H](C)[C@H](CN(C)Cc2ccc(C(=O)O)cc2)O3)cc1	-1	i
Oc1c(CN2CCCC2)cc(COCc2ccccc2)c2cccnc12	-1	i
N#Cc1ccccc1OCC(=O)Nc1cccc(S(=O)(=O)N2CCCCCC2)c1	0	i
O=C(Cc1ccc(Br)cc1)OCC(=O)c1ccc[nH]1	0	i
COc1ccc(C(CNC(=O)c2c(C)nn(Cc3ccccc3)c2Cl)N2CCOCC2)cc1 (stereo unspecified)	5	i
O=C(COC(=O)c1ccc(S(=O)(=O)N2CCCCCC2)cc1)NCc1ccc(Cl)cc1	8	i
Cc1ccccc1OCC(=O)OCC(=O)NCc1ccc2c(c1)OCO2	2	i
COc1ccccc1C(=O)NCCC(=O)N1CCN(S(=O)(=O)c2cccc(Cl)c2)CC1	6	i
CC1CN(C(=O)c2ccc([N+](=O)[O-])s2)CC(C)O1 (stereo unspecified)	-3	i
CCc1cc2c(SCC(=O)Nc3ccc(NC(C)=O)cc3)ncnc2s1	2	i
CC(C)(C)c1ccc(C(=O)NCCC(=O)NNC(=O)COc2ccc(F)cc2)cc1	2	i
Cc1cc(NC(=O)c2ccc(Cl)cc2Cl)n(-c2ccccc2)n1	1	i
CCOc1ccc(CCNC(=O)CN2C(=O)NC3(CCCCCC3)C2=O)cc1OCC	1	i
Cc1ccc2c(c1)[C@H]1[C@H](CO2)[C@H](c2ccccc2)[C@]2(C)C(=O)Nc3cc(F)c(F)cc3C(=O)N12	5	i
NS(=O)(=O)c1ccc(NC(=O)COC(=O)Cn2cnc3ccccc3c2=O)cc1	4	i

Profiles as entered above. Screens in order: HDAC3 inhib, TMEM16A act
Profile of COc1ccc(C(CNC(=O)c2c(C)nn(Cc3ccccc3)c2Cl)N2CCOCC2)cc1 (stereo unspecified) → 5, i
Profile of N#Cc1ccccc1OCC(=O)Nc1cccc(S(=O)(=O)N2CCCCCC2)c1 → 0, i

Continuation:
SMILES	HDAC3 inhib	TMEM16A act
CC(C)C(=O)Nc1ccc(N2CCOCC2)c(S(=O)(=O)Nc2ccccc2Cl)c1	0	i
O=c1c2ccccc2ccc2ccc(P(=O)(O)O)cc12	-7	i
COc1ccc(NC(=O)CN2CCN(C(C)=O)CC2)cc1S(=O)(=O)N1CCOCC1	-4	i
CCc1noc(C)c1C(=O)NNC(=O)c1nn(C)c(=O)c2ccccc12	1	i
Cc1ccc(NC(=O)COC(=O)CCc2c[nH]c3ccccc23)c(C)c1	1	i
O=C(OCCCc1cc2ccccc2c(=O)o1)c1ccc(C(F)(F)F)cc1	6	i
COc1ccc(OC)c(NC(=O)CN2c3cccc4cccc(c34)S2(=O)=O)c1	-3	i
C[C@@H](C(=O)N1CCN(c2ccccc2)CC1)N1C(=O)C2CC=CCC2C1=O (stereo partly specified)	-4	i
O=C(COC(=O)COc1ccccc1F)NC1CC1	-9	i
N#Cc1ccccc1NC(=O)COc1ccccc1C(=O)Nc1ccccc1	-3	i
COc1cc(C(=O)OCC(=O)Nc2c(C)n(C)n(-c3ccccc3)c2=O)c([N+](=O)[O-])cc1OC	-1	i
COc1cc2c(C#CCCO)c(-c3ccsc3)oc(=O)c2cc1OC	-4	i
O=C(NNC(=O)c1ccc(=O)[nH]c1)c1ccc(NS(=O)(=O)c2cccs2)cc1	1	i
